PfHsp90 set2: growth inhibition of PfHsp90-expressing yeast, primary screen, antimalarial PfHsp90 inhibitor project, S. cerevisiae, BacTiter-Glo luminescence, single point, set 2. BacTiter-Glo ATP, 48 h; yeast lacking PDR1 and PDR3 efflux regulators. inhibition, % at 9.4 µM. 310,000 tested, 0.32% active. AID 504621, 2011;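 active = every replicate shows inhibition above about 80%, whatever the replicate mean, limit read from the data; inconclusive = mean inhibition reaches the set limit but some replicate falls short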;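 note: 0% = DMSO neutral controls and 100% = 20 µM radicicol positive controls; yeast relying on Plasmodium falciparum Hsp90 in place of its own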
Mot1-301 SUMO: yeast Mot1-301 growth rescue at high temperature, primary screen, SUMOylation pathway inhibitor project, S. cerevisiae, ATP luminescence, 38.5C; S. cerevisiae Mot1-301 growth rescue; percent above DMSO median, 100 means doubled; 320,000 tested, 1% active; growth rescue, % at 18.8 µM;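 active = every valid replicate shows activation above 250% relative to neutral control wells; inactive = the rest, any valid replicate at or below 250%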;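 note: OY570 slx delta 5 strain wells were the positive control but not used for scaling; some compounds called inactive have numbers as strong as hits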
phage Ecoli inh: growth loss of phage-infected E. coli, primary screen, RecBCD inhibitor project, absorbance, with phage, HTS; inhibition, % at 11.9 µM; AID 651602, 2012; 360,000 tested, 0.26% active; in the data active = inhibition above about 11%
E coli growth: E. coli V3065 growth inhibition, primary screen, counter-screen for AddAB inhibitor project, absorbance, OD600; 18 h; inhibition, % at 11.9 µM; 330,000 tested, 0.27% active; AID 449728, 2010;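 active = inhibition above the campaign's mean inhibition across all tested compounds plus 3 SD, cut at about 9.9% in these data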;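 note: uninfected addAB+ strain grown without phage in ampicillin broth; 0% = DMSO wells and 100% = ciprofloxacin 0.95 µg/ml wells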
PKA-R2B act: activators of PKA-R2B holoenzyme, primary screen, biochemical, fluorescence polarization, Cy5-IP20, human | cAMP-dependent protein kinase catalytic subunit beta (Homo sapiens) + cAMP-dependent … | PKA-R2B holoenzyme dissociation; R2B truncated from residue 108, S112A mutant; 0% DMSO only, 100% 113 µM cGMP | activation, % at 11.4 µM | 340,000 tested, 0.079% active;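 active = activation above a cutoff set at the mean over all compounds plus 3 SD, cut at about 18% in these data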;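 note: higher means more holoenzyme dissociation and a rise in polarization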
Tat export inh: E. coli Tat export inhibitors, primary screen, MC4100, TorA-mCherry reporter, fluorescence, single point. inhibition, % at 10 µM. 340,000 tested, 0.036% active. AID 488895, 2010;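 active = mean replicate inhibition at least 50% and at least half of replicates individually reaching 50%; inconclusive = only one of the two criteria met; inactive = neither criterion met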;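 note: exported cargo escapes ClpAP degradation while cytoplasmic cargo is degraded and loses fluorescence; 0% = median of neutral control wells and 100% = median of NaSCN control wells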
AddAB inh: growth inhibition of E. coli expressing H. pylori AddAB, primary screen, AddAB inhibitor project, absorbance | inhibition, % at 11.9 µM | 330,000 tested, 0.29% active | AID 435030, 2010; in the data active = inhibition above about 12%;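 note: 0% = vehicle wells of infected cells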
HTR5A inv ag: HTR5A inverse agonists in luminescence cell assay, primary screen, counter-screen for OPRM1-OPRD1 heterodimer inverse agonist project, full-deck HTS; 340,000 tested, 0.083% active; HTR5A cell line, inverse agonism; AID 504634, 2011; 5-hydroxytryptamine receptor 5A (Homo sapiens), P47898; inhibition, % at 9.3 µM; in the data active = inhibition mostly above about 23%, no sharp cut-off; inactive = mostly below about 18%;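 note: 0% = cells with DMSO and 100% = no-cell wells with DMSO; some compounds called inactive have numbers as strong as hits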
PKA-R1A activ: activators of PKA-R1A holoenzyme, primary screen, biochemical, fluorescence polarization, Cy5-IP20, bovine R1A, mouse PKAc | PKA-R1A dissociation; scaled: DMSO 0%, 113 µM cGMP 100% | activation, % at 11.4 µM | 340,000 tested, 0.083% active | AID 504707, 2011;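 active = percent activation above the mean of all tested compounds plus 3 SD, cut at about 19% in these data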;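 note: higher means more PKAc released from R1A so a rise in polarization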
MOR-DOR inv ag: inverse agonists of MOR-DOR heterodimerization, primary screen, cell-based, luminescence | Mu-type opioid receptor (Homo sapiens) + Delta-type opioid receptor (Homo sapiens), … | cell-based MOR-DOR heterodimer luminescence, inverse agonism | inhibition, % at 9.3 µM | 340,000 tested, 0.21% active | AID 504357, 2011; in the data active = inhibition above about 22%, passing the limit was not always enough;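 note: 0% = cells with DMSO and 100% = wells without cells with DMSO; values of inactives mirror those of a sister screen read the other way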
Target sequence (P35372 whole entry, looked up): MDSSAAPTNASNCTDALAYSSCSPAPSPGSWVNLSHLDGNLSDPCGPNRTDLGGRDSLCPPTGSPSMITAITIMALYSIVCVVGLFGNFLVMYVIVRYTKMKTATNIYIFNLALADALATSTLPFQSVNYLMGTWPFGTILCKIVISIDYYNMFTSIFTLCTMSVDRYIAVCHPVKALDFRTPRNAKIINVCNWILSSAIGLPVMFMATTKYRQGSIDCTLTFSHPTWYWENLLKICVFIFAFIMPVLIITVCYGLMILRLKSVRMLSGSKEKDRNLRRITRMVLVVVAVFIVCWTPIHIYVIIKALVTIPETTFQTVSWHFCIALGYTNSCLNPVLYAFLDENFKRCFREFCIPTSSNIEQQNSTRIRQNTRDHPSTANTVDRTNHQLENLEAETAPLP
Target sequence (P41143 whole entry, looked up): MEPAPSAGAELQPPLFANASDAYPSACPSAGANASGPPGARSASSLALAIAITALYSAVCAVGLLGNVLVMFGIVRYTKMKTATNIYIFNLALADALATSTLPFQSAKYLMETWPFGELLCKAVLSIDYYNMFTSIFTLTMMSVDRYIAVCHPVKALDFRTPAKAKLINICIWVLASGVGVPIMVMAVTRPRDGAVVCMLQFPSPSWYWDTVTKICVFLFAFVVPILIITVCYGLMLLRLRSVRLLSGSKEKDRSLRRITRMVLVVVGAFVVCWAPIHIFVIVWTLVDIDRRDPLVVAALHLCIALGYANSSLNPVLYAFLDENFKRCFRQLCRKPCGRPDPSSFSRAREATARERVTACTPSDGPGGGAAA
MOR-DOR ag: agonists of OPRM1-OPRD1 heterodimerization, primary screen, cell-based, luminescence. cells. Mu-type opioid receptor (Homo sapiens) + Delta-type opioid receptor (Homo sapiens), …. 340,000 tested, 0.3% active. activation, % at 9.3 µM; in the data active = activation above about 18%;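 note: 0% = vehicle-treated cells and 100% = reference agonist; values of inactives mirror those of a sister screen read the other way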
Active calls of the source: *; i = inactive; u = inconclusive; x = no result given.

compound,PfHsp90 set2,Mot1-301 SUMO,phage Ecoli inh,E coli growth,PKA-R2B act,Tat export inh,AddAB inh,HTR5A inv ag,PKA-R1A activ,MOR-DOR inv ag,MOR-DOR ag
Fc1ccc(-n2c(-c3ccc4ccccc4n3)n[nH]c2=S)cc1Cl,-76,53,0.4,-2.3,-4,u,0.7,-12,-7,7,-1.4
Cc1ccc(C(=O)NC(=S)Nc2cccc3c(C)cc(C)nc23)cc1,8,i,0.0,-1.9,0,-1,-4.5,15,-9,17,-3.4
CC(C)Oc1ccc(C(=O)NC2=NCCS2)cc1,10,17,4.0,-1.2,2,3,-1.3,14,-14,16,-3.4
CCOc1cc(N2CCOCC2)c(OCC)cc1NC(=O)COC(=O)c1ccc(Cl)cc1N,-4,5,1.7,0.0,-1,-1,2.5,-2,0,6,-1.5
CCc1nnc(NC(=O)C(CC)CC)s1,5,-10,2.0,-0.9,5,10,4.9,0,-2,-5,1.0
CCN1CCN(CCCNC(=O)C(=O)c2c(C)[nH]c3ccccc23)CC1,18,-4,2.3,0.1,-1,-10,-1.4,3,10,14,-3.0
O=C(Nc1ccc(O)cc1)/C(=C\C=C\c1ccccc1)NC(=O)c1ccccc1,20,284,0.3,0.0,4,1,-2.3,14,0,20,-4.0
Cc1ncc(CN2CCC(CO)(Cc3ccccc3)CC2)s1,-2,3,-1.0,-0.1,3,-10,-1.7,4,-2,8,-1.6
O=C(/C=C(\O)c1ccc(Cl)cc1)C(=O)NNC(=O)C(O)(c1ccccc1)c1ccccc1,-7,12,x,-0.1,12,13,4.6,9,1,12,-2.8
Cc1ccnc(SCc2nc3ccccc3s2)n1,12,-6,1.4,0.2,0,9,-0.2,-19,-5,10,-1.8
COc1ccc(/C=C(\C#N)C(=O)NCC2CCCO2)cc1OC (stereo unspecified),x,-20,-0.1,-1.8,-12,-5,4.4,-25,-10,2,-0.3
CCOc1ccc(NC(=O)c2ccc3c(=O)n(-c4ccc(OC)cc4OC)c(=S)[nH]c3c2)cc1,-74,11,0.2,0.6,2,-7,5.0,10,2,2,-0.3
O=C(CN1CCOCC1)Nc1ncc(Cc2cccc3ccccc23)s1,-16,-1,1.5,-2.5,-13,-3,-1.7,18,1,1,-0.2
CCOC(=O)c1c(-c2ccccc2)nc2ccc(C)cn12,11,x,2.3,-4.1,-8,0,1.5,14,-3,5,-0.9
O=C(CNC(=O)c1ccc(S(=O)(=O)N2CCCC2)cc1)N/N=C/c1ccc(F)cc1,8,-1,3.3,0.4,-4,0,4.1,29,-2,12,-1.7
O=C(O)c1ccc(C(=O)Nc2ccc(F)cc2)cc1,46,-6,2.3,1.7,12,1,1.4,-11,3,7,-1.1
O=C1CCC(C(=O)N2CCc3c(Cl)cccc3C2)CN1CCCN1CCOCC1 (stereo unspecified),-17,-3,1.9,x,3,-16,x,1,-8,17,-3.1
O=C(O)c1cc(-c2ccccc2)on1,22,170,1.9,-2.0,4,0,-1.1,-9,16,10,-1.8
COc1ccc(C(=O)N[C@H](C(=O)N2CCN(c3ccccc3F)CC2)C(C)C)cc1,0,8,2.3,-1.4,1,1,-0.5,5,-8,11,-2.3
O=C(Nc1nccs1)c1ccc(CSc2ccccc2)o1,-10,-11,1.1,-0.2,-4,3,-1.3,6,3,19,-5.7
C[C@H](CO)N1C[C@H](C)[C@@H](CN(C)C(=O)Nc2ccccc2)Oc2ccc(NC(=O)Nc3ccc4c(c3)OCO4)cc2C1=O,0,9,-2.2,-1.2,-6,18,1.9,7,-2,6,-1.1
CC(C)c1ccc2oc(-c3cc(N)ccc3O)nc2c1,-107,9,4.4,-0.3,-17,21,2.1,-13,-11,11,-2.6
CC(=O)N/N=c1\sc2ccccc2n1C,5,0,3.2,-1.2,7,3,2.5,-21,9,19,-3.9
CN(C)CCCNC(=O)/C(=C/c1ccc(-c2ccc([N+](=O)[O-])cc2)o1)NC(=O)c1ccccc1,-7,12,-2.7,0.0,2,-14,-1.5,2,-14,6,-1.2
CCn1c(=O)cc(OCC(=O)N2CCN(C(=O)c3ccco3)CC2)c2ccccc21,-19,707*,1.1,0.5,5,-9,2.2,-6,-4,14,-2.8
Nn1c(=O)[nH]c2c([nH]c3ccccc32)c1=O,-6,-7,2.0,0.4,0,-10,1.4,9,-10,6,-1.1
COc1ccc(/C(N)=N/OC(=O)c2cccs2)cc1OC,24,11,2.4,0.1,4,-7,0.8,-6,7,-32,7.0
O=S(=O)(/N=C(/Nc1ccc(F)c(F)c1F)c1ccccc1)c1ccccc1,1,-9,2.9,-1.0,-13,-2,0.3,4,-5,13,-2.4
C=CCn1c(CCC(=O)O)ccc1-c1ccccc1,-1,-8,1.0,-1.2,3,-16,-0.1,8,2,21,-3.6
O=C(CN1C(=O)c2cccc3cccc1c23)NCc1ccncc1,-13,-12,3.9,1.9,1,-3,2.2,-7,1,6,-1.0

An excerpt from above in order of heavy-atom count, rising:
compound,PfHsp90 set2,Mot1-301 SUMO,phage Ecoli inh,E coli growth,PKA-R2B act,Tat export inh,AddAB inh,HTR5A inv ag,PKA-R1A activ,MOR-DOR inv ag,MOR-DOR ag
O=C(O)c1ccc(C(=O)Nc2ccc(F)cc2)cc1,46,-6,2.3,1.7,12,1,1.4,-11,3,7,-1.1
COc1ccc(/C(N)=N/OC(=O)c2cccs2)cc1OC,24,11,2.4,0.1,4,-7,0.8,-6,7,-32,7.0
CCn1c(=O)cc(OCC(=O)N2CCN(C(=O)c3ccco3)CC2)c2ccccc21,-19,707*,1.1,0.5,5,-9,2.2,-6,-4,14,-2.8

Continuation:
compound,PfHsp90 set2,Mot1-301 SUMO,phage Ecoli inh,E coli growth,PKA-R2B act,Tat export inh,AddAB inh,HTR5A inv ag,PKA-R1A activ,MOR-DOR inv ag,MOR-DOR ag
CC(=O)Nc1cccc(NC(=O)CSc2ccc(-c3ccccn3)nn2)c1,26,8,9.5,3.6,-13,-5,5.2,10,-3,15,-3.3
O=C(CSc1nnc2ccccn12)Nc1ccccc1C(=O)NC1CC1,x,21,0.1,0.3,-2,-6,4.0,0,-10,9,-1.5
COCCn1c(C)cc(C2=NNC(=Nc3ccccc3)SC2)c1C,0,4,1.6,0.5,4,7,7.0,-5,-12,8,-1.3
O=C(NNc1c(Cl)cccc1Cl)C1CCC1,5,2,0.3,-1.5,1,5,3.5,7,-6,14,-2.8
O=C(NNC(=S)Nc1cccc(Cl)c1)c1ccccc1OC(F)F,-9,-5,-1.8,-4.9,-2,u,2.8,8,-9,26,-5.4
Cn1cc(CN2CCCC(CO)(Cc3ccccc3)C2)cn1 (stereo unspecified),-77,9,3.5,-0.7,-2,1,2.3,2,6,5,-1.0
Cc1ccc(-c2nnc(SCC(=O)NC(=O)Nc3ccc(C)cc3C)n2N)cc1,10,8,0.7,-3.6,5,4,-0.5,-6,-11,6,-1.2
CCc1ccc(-c2nc(CS(=O)CC(=O)NCCCN3CCOCC3)c(C)o2)cc1 (stereo unspecified),-4,2,1.5,-1.4,-2,6,2.2,-17,-3,18,-3.4
CCOc1ccc(S(=O)(=O)Nc2cccc(C(=O)NCC(C)(C)N3CCOCC3)c2)cc1,-10,11,1.3,-1.5,-10,1,-1.0,-10,-6,-1,0.1
COc1ccc2[nH]c3c(NCCCOC(C)C)ncnc3c2c1,-2,-31,0.8,0.0,2,-4,1.9,4,2,6,-1.1
CCCC[C@@H]1CNC(=S)N1CCCC,1,-1,3.3,-1.7,1,2,3.7,0,13,11,-2.0
CC1(c2cccc(Br)c2)NC(=O)N(CC(=O)Nc2cccnc2Cl)C1=O (stereo unspecified),-2,-18,-1.2,1.4,0,-3,-1.5,26,2,15,-4.5
Cc1cc(-n2c(C)cc(C(=O)COc3ccccc3[N+](=O)[O-])c2C)no1,1,28,1.1,1.4,-8,-9,0.2,3,-2,6,-1.1
O=C(C[C@@H]1C/C=C\CCC(=O)OC[C@@H]2CCCN2C1=O)N[C@H](CO)Cc1ccccc1,x,-17,-0.3,-1.1,2,-14,3.8,10,7,7,-1.2
CC(=O)OC[C@H]1O[C@@H](Oc2cc(O)cc3oc(-c4ccc(O)cc4)cc(=O)c23)[C@H](O[C@@H]2O[C@@H](C)[C@H](O)[C@@H](O)[C@H]2O)[C@@H](O)[C@@H]1O,22,-11,1.6,-0.3,0,-6,5.4,-14,0,-16,2.7
CC1Oc2ccccc2OC1C(=O)Nc1nccs1 (stereo unspecified),-3,10,2.9,-0.9,-7,0,-0.4,-19,4,6,-1.2
CN(C)S(=O)(=O)c1ccc2nc(NC(=O)c3cccnc3)sc2c1,12,-6,0.6,0.2,-14,-4,2.5,-7,7,8,-1.3
CCOC(=O)C1CCCN1C(=O)c1ccc(OC)c(Br)c1 (stereo unspecified),3,-4,0.8,-0.5,8,-4,0.9,-15,2,4,-0.9
O=C(COc1ccc(S(=O)(=O)N2CCOCC2)cc1)Nc1cccc([N+](=O)[O-])c1,-2,-8,-0.8,1.5,-3,-8,1.7,9,3,14,-4.3
O=c1[nH]c(CN2CCN(S(=O)(=O)/C=C/c3ccccc3)CC2)nc2cc(Cl)ccc12,8,40,-0.2,-0.8,-1,1,-0.8,-8,-13,-7,1.3
CON(C)S(=O)(=O)NC(=O)C1=C(N2CCCC2)COC1=O,-10,10,0.3,-3.0,9,-7,-0.4,33,4,20,-3.6
CN(CCc1cn[nH]c1)Cc1nc(C(c2ccccc2)c2ccccc2)no1,-13,5,3.4,-2.9,-2,-6,2.4,6,-9,18,-3.2
CCN(CC)S(=O)(=O)c1cc(Cl)ccc1OC,4,1,0.5,2.5,-1,5,-0.2,2,-12,13,-2.2
COCCNC(=O)C1CCC(=O)N1S(=O)(=O)c1ccc(C)cc1 (stereo unspecified),-6,-5,2.9,-1.4,1,-1,-1.4,-4,-12,4,-0.9
CCOC(=O)CCC(NC(=O)c1ccc(NCN2C(=O)CCC2=O)cc1)C(=O)OCC (stereo unspecified),12,4,3.4,1.2,1,3,1.1,10,2,5,-1.0
Cc1ccccc1OCC(=O)NCCC(=O)O,-17,0,0.6,-0.7,9,-2,-0.8,12,-6,-2,0.4
